# LDHA inh – qHTS assay for inhibitors of human lactate dehydrogenase | 480,000 compounds, 0.15% hits | purified LDHA, NADH/diaphorase-resazurin fluorescence; hits give low values | L-lactate dehydrogenase A chain (Homo sapiens), P00338 | activity change, % (values are at about 110 or 230 µM); in the data active = activity change below about -30%; inconclusive = mostly about -25% to -30%;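 note: plate controls were DMSO wells for no effect and wells without enzyme for full effect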
#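 Remaining NADH was detected by diaphorase (0.133 mg/mL) converting 37 µM resazurin to fluorescent resorufin, read at 0 and 20 minutes. The preceding 5-minute room-temperature reaction used 2 nM LDHA, 0.2 mM sodium pyruvate and 0.06 mM NADH at pH 7.4.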
# Pol eta inh – qHTS for Inhibitors of Polymerase Eta; DNA polymerase eta (Homo sapiens), Q9Y253; recombinant Pol eta, fluorescent DNA replication assay; Potency, µM (titrated, usually from 114 µM), for inactives: top-dose activity change, negative = inhibition, actives largely listed as inhibitors; 390,000 compounds, 1.2% hits; note: potency is the fitted concentration of half-maximal effect; % is set by controls: 0 for no effect and ±100 for the full control effect
#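 Pol eta (10 nM) was preincubated with compounds for 15 min at room temperature, after which fluorescent replication substrate (50 nM final) was added to start the reaction. Fluorescence was read kinetically at 0 and 10 min.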
# POLB inh – qHTS Assay for Inhibitors of DNA Polymerase Beta; P06746; Pol beta primer extension/strand displacement, fluorescence kinetic; Potency, µM (top dose mostly 114 µM), for the others: at the top dose activity change, negative = inhibition, hits mostly inhibitors; 340,000 compounds, 1.3% hits; note: potency is the fitted concentration of half-maximal effect; % is set by controls: 0 for no effect and ±100 for the full control effect
#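 Pol beta (10 nM) was preincubated with compound for 15 min at room temperature. The reaction was then started with 50 nM substrate and read immediately and after a further 10 min at room temperature.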
# APE1 inh – qHTS Assay for Inhibitors of the Human Apurinic/apyrimidinic Endonuclease 1 (APE1); Potency, µM (highest dose often 65.8 µM), without a hit: top-dose activity change, negative = inhibition, usual class: inhibitors; recombinant APE1, TAMRA/BHQ-2 abasic DNA cleavage fluorescence; DNA repair nuclease/redox regulator APEX1 (Homo sapiens), P27695; 350,000 compounds, 0.35% hits;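 note: potency is the fitted concentration of half-maximal effect; plate controls were vehicle for no effect and reference inhibitor for full effect; nearly all actives have a fitted effect of over 55% in size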
#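 APE1 at 0.75 nM preincubated 15 min at room temperature with compound. Reaction then started with 50 nM double-stranded THF-abasic substrate labelled with TAMRA/BHQ-2, and 525/598 nm fluorescence read kinetically. Activity taken as third-minus-first read difference, normalized to DMSO and NSC13755 controls.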
# Pol iota inh – qHTS for Inhibitors of Polymerase Iota; Pol iota fluorescent replication assay, 10 min; 390,000 compounds, 1% hits; Potency, µM (series often up to 115 µM), for inactives: at the highest dose activity, negative = inhibition, most hits filed as inhibitors; AID 588590, 2011; note: potency is the fitted concentration of half-maximal effect
#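 Fluorescent replication assay read twice, at 0 min and 10 min after adding 50 nM (final) substrate. Enzyme (10 nM) and compounds were first incubated 15 min at room temperature; enzyme-free buffer wells were negative controls.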
# Anesthetic bind – qHTS Assay for Identification of Novel General Anesthetics. Ferritin light chain (Equus caballus), P02791. apoferritin/1-aminoanthracene competitive binding, fluorescence. Potency, µM (titrated, usually from 77.5 µM), inactives show at the top dose activity change, negative = displacement, actives largely listed as inhibitors. 350,000 compounds, 0.074% hits. AID 485281, 2010; note: potency is the fitted concentration of half-maximal effect; % is set by controls: 0 for no effect and ±100 for the full control effect; nearly all actives have a fitted effect of over 20% in size
#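 In PBS, apoferritin at 10 uM is loaded with 1-AMA from a 50% saturated solution. After 10 min of compound exposure at ambient temperature, reduced 535 nm fluorescence indicates probe displacement.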
# Glioma ERSR ind – qHTS for Inducers of the Endoplasmic Reticulum Stress Response (ERSR) in Human Glioma: qHTS. U87-MG GRP78 promoter luciferase reporter, 16 h. Potency, µM, for inactives: at the highest dose activation, hits mostly activators. 420,000 compounds, 0.02% hits. AID 602332, 2012; note: potency is the fitted concentration of half-maximal effect; series mostly up to about 76 µM; % of control where 0% means no effect; nearly all actives have a fitted effect of over 35% in size
#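 ERSR induction read as luciferase luminescence (Bright-Glo, 10 min at room temperature) in stably transfected human U87-MG glioma cells exposed to compounds for 16 h, using GRP78 as sensor.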
# POLK inh – qHTS for Inhibitors of Polymerase Kappa | DNA polymerase kappa (Homo sapiens), Q9UBT6 | purified Pol kappa, fluorescent DNA synthesis assay, 10 min | Potency, µM (titrated, usually from 107 µM), for inactives: top-dose activity, negative = inhibition, hits mostly inhibitors | 400,000 compounds, 0.53% hits; note: potency is the fitted concentration of half-maximal effect; % is set by controls: 0 for no effect and ±100 for the full control effect
#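 50 nM final substrate added after 15 min RT preincubation of 10 nM Pol kappa with compound; fluorescence read at 0 and 10 min.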
# BLM inh – qHTS Assay for Inhibitors of Bloom's syndrome helicase (BLM) | RecQ-like DNA helicase BLM (Homo sapiens), P54132 | recombinant BLM DNA unwinding, fluorescence dequenching | Potency, µM (doses to about 56.1 µM), for inactives: at the highest dose activity change, negative = inhibition, most hits filed as inhibitors | 350,000 compounds, 0.2% hits | AID 2528, 2010;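 note: potency is the fitted concentration of half-maximal effect; plate controls were vehicle for no effect and no enzyme for full effect; nearly all actives have a fitted effect of over 35% in size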
# Target sequence (P54132 whole entry, looked up): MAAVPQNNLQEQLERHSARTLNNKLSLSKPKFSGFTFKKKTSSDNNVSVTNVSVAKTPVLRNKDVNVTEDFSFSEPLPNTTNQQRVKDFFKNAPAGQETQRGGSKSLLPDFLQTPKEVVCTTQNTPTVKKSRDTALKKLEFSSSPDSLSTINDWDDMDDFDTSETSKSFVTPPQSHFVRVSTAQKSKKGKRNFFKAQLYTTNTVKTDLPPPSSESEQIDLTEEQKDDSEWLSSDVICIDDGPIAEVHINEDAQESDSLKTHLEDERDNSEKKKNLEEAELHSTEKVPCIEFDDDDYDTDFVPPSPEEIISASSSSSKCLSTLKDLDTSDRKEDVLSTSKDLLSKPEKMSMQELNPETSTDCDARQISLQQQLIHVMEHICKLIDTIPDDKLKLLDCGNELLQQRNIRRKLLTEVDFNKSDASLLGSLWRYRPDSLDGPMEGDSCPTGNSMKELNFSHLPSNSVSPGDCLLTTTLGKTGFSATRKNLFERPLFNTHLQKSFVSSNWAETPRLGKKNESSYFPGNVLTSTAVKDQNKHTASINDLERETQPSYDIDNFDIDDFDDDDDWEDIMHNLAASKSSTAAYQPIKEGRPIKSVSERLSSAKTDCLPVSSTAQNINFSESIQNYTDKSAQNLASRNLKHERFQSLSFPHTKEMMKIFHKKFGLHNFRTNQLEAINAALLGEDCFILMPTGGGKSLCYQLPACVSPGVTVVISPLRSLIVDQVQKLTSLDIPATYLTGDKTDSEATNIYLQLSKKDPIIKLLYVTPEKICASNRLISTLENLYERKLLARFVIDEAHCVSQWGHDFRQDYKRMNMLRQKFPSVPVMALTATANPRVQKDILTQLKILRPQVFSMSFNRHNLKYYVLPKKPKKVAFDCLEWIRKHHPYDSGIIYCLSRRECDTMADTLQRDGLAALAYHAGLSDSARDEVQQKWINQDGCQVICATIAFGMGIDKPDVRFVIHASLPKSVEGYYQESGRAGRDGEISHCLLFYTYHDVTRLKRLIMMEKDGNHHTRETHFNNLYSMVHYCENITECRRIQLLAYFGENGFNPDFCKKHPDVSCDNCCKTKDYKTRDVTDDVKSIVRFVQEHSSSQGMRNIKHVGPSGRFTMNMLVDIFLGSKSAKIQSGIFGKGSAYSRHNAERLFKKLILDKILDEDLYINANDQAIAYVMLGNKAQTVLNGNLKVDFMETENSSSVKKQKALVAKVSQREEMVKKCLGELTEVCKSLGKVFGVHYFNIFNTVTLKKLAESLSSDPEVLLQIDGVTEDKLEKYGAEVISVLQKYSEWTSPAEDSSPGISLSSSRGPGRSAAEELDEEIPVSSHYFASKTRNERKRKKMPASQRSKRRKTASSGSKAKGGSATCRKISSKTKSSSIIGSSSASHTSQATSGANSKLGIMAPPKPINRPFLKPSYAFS
# * hit, by the source's call; ? = inconclusive; . = not tested or not shown; & = joins results of further samples; [ ] = remark or other dose. Unless noted, calls come from the whole dose curve; as a rule, active = well fitted curve in the direction sought with a large enough effect; inconclusive = small, poorly fitted or top-dose-only effect, or another doubt; inactive = no such curve, though single readings can be large; an effect the other way counts as inactive or inconclusive. These rows are one share of the data; count on the stated rates, not on these rows.
SMILES,LDHA inh,Pol eta inh,POLB inh,APE1 inh,Pol iota inh,Anesthetic bind,Glioma ERSR ind,POLK inh,BLM inh
O=C(c1cc2ccccc2oc1=O)N(c1ccc(Cl)cc1)C1C=CS(=O)(=O)C1 (stereo unspecified),-2.6,-13.3%,-15.4%,1.6%,-13.2%,-9.6%,-5.1%,-2.4%,2.7%
O=C(Nc1nccs1)c1ccc(-c2ccc(F)cc2)o1,-6.7,-9.5%,19.7%,3.7%,90.3%[activator],-10.3%,2.6%,7.9%,-3.4%
CCOC(=O)CSc1nc(N)c(C(=O)Nc2ccc(N(C)C)cc2)s1,13.7,-20.8%,-15.3%,-4.1%,9.7%,?,-1.5%,-12.7%,-3.9%
Cc1n[nH]c(C)c1S(=O)(=O)NCCc1ccc(Cl)cc1,-9.7,-7.0%,-0.8%,3.1%,13.6%,?,-2.5%,4.1%,0.1%
COc1ccc(S(=O)(=O)N2CCCCC2)cc1NC(=O)Cn1cnc2ccccc2c1=O,-0.2,-16.3%,.,-11.2%,?,.,0.0%,-5.4%,.
N/C(=N\OC(=O)CCC1CCCC1)c1ccccn1,4.2,-17.3%,21.8%,6.0%,7.6%,-7.3%,-5.9%,0.0%,4.5%
C[C@H](CO)N1C[C@H](C)[C@@H](CN(C)S(=O)(=O)c2cccs2)Oc2c(NC(=O)C3CCCCC3)cccc2C1=O,-5.7,-16.6%,.,-3.9%,5.5%,.,3.0%,-10.0%,.
c1ccc(CNc2ncnc3nc(N4CCOCC4)[nH]c23)cc1,0.4,.,.,.,5.5%,.,-1.3%,6.9%,.
Cc1ccc(C(=O)n2nc(-c3ccco3)nc2N)cc1,1.9,-5.6%,13.4%,-5.5%,-28.5%,-9.1%,-11.0%,-22.1%,-1.6%
Cc1oc(-c2ccccc2)cc1C(N)=O,-0.9,-8.7%,18.4%,-1.4%,?,-4.8%,0.1%,0.9%,4.0%
Cn1c(CCNS(=O)(=O)c2ccccc2)nnc1SCc1cccnc1,-4.3,2.8%,-11.8%,-11.0%,-12.8%,0.3%,-2.2%,-12.7%,2.2%
CCOC(=O)c1c(-c2ccccc2)oc2cc(Br)c(OCc3ccccc3)cc12,-10.7,-10.5%,29.8%,.,25.1%,-5.5%,2.3%,-10.1%,-15.7%
CCc1noc(C)c1C(=O)Nc1nc(-c2cc(OC)ccc2OC)cs1,-3.6,-13.0%,.,4.7%,25.5%,.,0.5%,-16.9%,.
CCOc1ccc(NC(=O)Cn2cc(C(=O)c3ccccc3)c(=O)c3cc4c(cc32)OCO4)cc1,-9.6,1.9%,21.1%,.,18.5%,-0.5%,-3.4%,-5.1%,-13.7%
CNS(=O)(=O)c1ccc(NC(=O)c2cncc(Br)c2)cc1,-12.5,8.3%,2.4%,-2.1%,16.6%,-4.8%,-2.0%,3.8%,-0.9%
C=CCNC(=O)c1ccccc1Cl,-9.7,-7.2%,46.4%,1.9%,3.6%[58.9 µM],-10.1%,-3.9%,-5.2%,-3.6%
O=C(CSc1n[nH]c(-c2ccncc2)n1)NCCc1ccccc1,-2.0,-19.0%,-6.0%,13.0%,6.4%,8.5%,-2.8%,-2.3%,3.9%
CS(=O)(=O)N1CCC(C(=O)NCc2ccc(F)cc2)CC1,-19.1,-17.6%,-1.3%,2.6%,7.6%,-2.1%,-2.4%,-10.3%,-7.6%
O=c1c(-c2c(O)cc(O)c3c(=O)cc(-c4ccc(O)cc4)oc23)c(-c2ccc(O)cc2)oc2cc(O)cc(O)c12,-20.8,3.55µM*,3.16µM*,0.794µM*,7.94µM*,?,-1.9%,35.5µM*,12.6µM*
C=CCNC(=O)CSc1nnc(-c2ccncc2)n1CCc1ccccc1,-0.6,4.7%,2.0%,-4.1%,3.1%,1.8%,0.1%,-4.9%,0.1%
O=C(Nc1nc2ccccc2n1CCN1CCOCC1)c1ccc(Cl)cc1,-1.0,-13.4%,11.5%,13.3%,-10.6%,5.8%,4.8%,3.7%,-4.6%
COc1cccc2cc(C(N)=O)/c(=N\NC(=O)c3ccccc3)oc12,-10.5,1.0%,?,0.4%,46.9%[activator],-5.5%,-4.3%,-6.3%,-9.0%
O=C(Nc1cccc2nsnc12)c1cc2c(cc1Cl)Sc1nccn1S2(=O)=O,32.8,?,.,.,35.9%[activator],.,-2.0%,-10.3%,.
CCOC(=O)N1CCN(C(=O)CCS(=O)(=O)c2ccc3c(c2)CC(C)N3C(=O)CC)CC1 (stereo unspecified),-0.2,-5.1%,2.4%,-0.7%,2.6%,-5.5%,-3.1%,-3.1%,-1.4%
COc1ccc(C(CNC(=O)c2ccc(NS(=O)(=O)c3ccccc3)cc2)N2CCOCC2)cc1 (stereo unspecified),-5.3,-4.3%,.,7.4%,77.5%[activator],.,-3.8%,-25.4%,.

# Full records from above. Order of values: LDHA inh | Pol eta inh | POLB inh | APE1 inh | Pol iota inh | Anesthetic bind | Glioma ERSR ind | POLK inh | BLM inh
# Cc1ccc(C(=O)n2nc(-c3ccco3)nc2N)cc1 in the list: 1.9 | -5.6% | 13.4% | -5.5% | -28.5% | -9.1% | -11.0% | -22.1% | -1.6%
# C[C@H](CO)N1C[C@H](C)[C@@H](CN(C)S(=O)(=O)c2cccs2)Oc2c(NC(=O)C3CCCCC3)cccc2C1=O in the list: -5.7 | -16.6% | . | -3.9% | 5.5% | . | 3.0% | -10.0% | .

# The list continues:
SMILES,LDHA inh,Pol eta inh,POLB inh,APE1 inh,Pol iota inh,Anesthetic bind,Glioma ERSR ind,POLK inh,BLM inh
CCc1ccccc1NC(=O)c1sc(-n2nc(C)c(Cc3ccc4c(c3)OCO4)c2C)nc1C,5.5,-24.3%,0.9%,.,17.4%,4.0%,-3.2%,-1.4%,-1.0%
Cc1nc(-c2ccc(F)cc2)c(CC(=O)N(C)CC(=O)Nc2ccc(Br)cc2C)s1,1.4,-17.0%,.,17.5%,19.1%,.,-1.8%,2.5%,.
Cn1c(-c2ccc(C=O)s2)nc2c3ccccc3c3ccccc3c21,24.2,-6.5%,12.3%,8.2%,7.8%,8.4%,-0.2%,-16.3%,0.1%
COc1ccc(OC)c(S(=O)(=O)N2CCC(C(=O)NC3CCCCCC3)CC2)c1,-3.3,-14.9%,10.2%,-5.9%,?,-10.0%,-1.9%,-8.0%,-4.1%
Cc1ccc(S(=O)(=O)Nc2nc(C)c(C(=O)N/N=C/c3ccccc3)s2)cc1,-0.6,?,3.3%,-1.4%,?,-17.0%,4.0%,-10.4%,-0.7%
Cc1ccc(CSC2=NC(C)(C)Nc3ccccc32)c(C)c1,17.3&4.0,-17.0%,3.1%,.,11.7%,182.3%[activator],-5.6%,-17.5%,-3.9%
CC(C)(C)c1cc2cccnc2n1Cc1cccc(F)c1,-7.9,-18.0%,28.2%,-3.3%,12.8%,-23.0%,2.1%,-16.6%,-2.7%
CC(C)(C)OC(=O)C[C@@H]1C/C=C\C[C@H](CC(=O)N(CCO)Cc2ccccc2)C(=O)N[C@H](C(C)(C)C)COC1=O,-5.7,-7.2%,.,?,-22.7%,.,-2.6%,-16.7%,.
CC(C)C(=O)NCCc1nc2ccccc2n1C,-1.6,-9.4%,10.9%,-1.6%,32.2%[activator],11.3%,-7.0%,0.6%,-0.2%
COC(=O)c1ccc(NC(=O)CN2CCC(NC(=O)c3ccco3)CC2)cc1,-1.2,1.2%,27.2%,-7.2%,12.7%,-3.9%,2.9%,-2.0%,-1.8%
CCOc1ccc(-n2nc(CO)c(C(=O)NCC(c3ccccc3)c3ccccc3)n2)cc1,-1.0,1.6%,21.4%,.,4.5%,-10.2%,-5.2%,3.6%,0.0%
O=C(Nc1ccc(F)cc1)c1ccc(CSc2ccccc2)o1,-1.5,-15.8%,-7.1%,-3.6%,-5.2%,-5.5%,6.8%,-3.9%[60.1 µM],-6.8%
Cc1onc(-c2ccccc2Cl)c1C(=O)N(C)CC(=O)Nc1ccc(F)c(F)c1F,-7.0,-23.0%,.,8.8%,23.0%,.,-3.8%,-7.2%,.
Cc1ccc(-c2nc(C)sc2CC(=O)OCC(=O)Nc2cccc([N+](=O)[O-])c2)cc1,-2.6,-28.3%,11.2%,-4.4%,-12.2%,-8.9%,-0.4%,-21.8%,-2.9%
N#Cc1c(NC(=O)c2cc([N+](=O)[O-])ccc2N2CCOCC2)sc2c1CCCC2,-4.2,-17.7%,0.3%,-0.2%,117.3%[activator],0.6%,8.1%,-2.1%,-9.5%
COc1ccc(Cl)cc1NC(=O)CSc1ccc2nnc(CCNS(=O)(=O)c3ccccc3)n2n1,1.6,-23.8%,-0.8%,.,30.5%[activator],?,-3.2%,-3.3%,-0.7%
Cc1ccc(-n2c(C)nn(CCOc3ccccc3)c2=O)cc1,-4.5,-23.5%,23.0%,3.5%,170.9%[activator],-14.7%,-2.5%,-2.3%,-1.7%
COc1ccc(-c2nc3cnccn3c2NC2CCCCC2)cc1-c1cccc(Cl)c1,-1.3&3.5,?,.,6.0%,2.7%,.,3.2%,-2.4%,.
Cc1cccc(C)c1NC(=O)CSc1nc2c([nH]1)c(=O)n(C)c(=O)n2C,-6.1,-8.7%,1.5%,0.5%[12.4 µM],109.1%[activator],2.8%,4.0%,-9.5%,-0.2%
CC(c1nc2ccccc2c(=O)[nH]1)N1CCN(C)CC1 (stereo unspecified),-9.6,5.2%,-24.4%,-3.5%,?,-0.9%,-2.5%,-0.1%,-0.5%
O=C(N/N=C\c1cn[nH]c1-c1ccccc1)c1cccs1,-4.7,?,?,12.4%,18.1%,-9.1%,9.4%,-15.1%,-11.1%

# Source: PubChem BioAssay
